Mtb UGM inh = blocks M. tuberculosis UGM enzyme. P9WIQ1. purified UGM, fluorescence polarization probe displacement. inhibition, % at 10 µM. actives 0.06% (n = 320,000). AID 504406; in the data active = inhibition above about 10%, passing the limit was not always enough; inconclusive = no clear call, values can overlap the other calls
PfHsp40 rescue = compounds rescuing yeast from Plasmodium falciparum HSP40 toxicity. AID 504582. actives 0.68% (n = 340,000). growth rescue, % at 12.5 µM. S. cerevisiae expressing PfHsp40, growth rescue, ATP luminescence; in the data active = growth rescue above about 28%, passing the limit was not always enough; inconclusive = no clear call, values can overlap the other calls;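 note: yeast W303a lacking pdr1 and pdr3 grown in galactose medium; growth measured after three days at 30 °C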
Mtb FBA inh = inhibits M. tuberculosis FBA enzyme | P9WQA3 | purified M. tuberculosis FBA, fluorescence read-out | inhibition, % at 1 µM | actives 2.3% (n = 360,000) | AID 588726; in the data active = inhibition above about 27%;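 note: 0% = vehicle and 100% = reference inhibitor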
GDH-TPI inh = GDH-TPI coupled enzyme inhibition counter-screen; GDH-TPI coupled enzyme counterscreen, NADH absorbance; inhibition, % at 4.8 µM; actives 1.2% (n = 360,000); in the data active = inhibition above about 30%;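 note: 0% = DMSO wells and 100% = wells lacking the enzyme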
FadD28 binding = M. tuberculosis FadD28 bisubstrate binding inhibition; FadD28 bisubstrate probe binding, fluorescence polarization; inhibition, % at 12.5 µM; actives 0.22% (n = 360,000); in the data active = inhibition above about 8.5%, passing the limit was not always enough; inconclusive = no clear call, values can overlap the other calls
BoNT F protease = inhibitors of Botulinum neurotoxin F light chain protease. inhibition, % at 10 µM. AID 588497. Multiplex microsphere protease cleavage assay, flow cytometry. actives 0.22% (n = 360,000); in the data active = inhibition above about 35%, passing the limit was not always enough; inconclusive = no clear call, values can overlap the other calls; note: plate controls were buffer without enzyme for full effect and enzyme alone for no effect
Anthrax LF prot = blocks Bacillus anthracis lethal factor protease. P15917. AID 588501. multiplex microsphere protease cleavage assay, LF. actives 0.12% (n = 360,000). inhibition, % at 10 µM; note: plate controls were buffer without enzyme for full effect and enzyme alone for no effect
Target sequence (P15917 whole entry, looked up): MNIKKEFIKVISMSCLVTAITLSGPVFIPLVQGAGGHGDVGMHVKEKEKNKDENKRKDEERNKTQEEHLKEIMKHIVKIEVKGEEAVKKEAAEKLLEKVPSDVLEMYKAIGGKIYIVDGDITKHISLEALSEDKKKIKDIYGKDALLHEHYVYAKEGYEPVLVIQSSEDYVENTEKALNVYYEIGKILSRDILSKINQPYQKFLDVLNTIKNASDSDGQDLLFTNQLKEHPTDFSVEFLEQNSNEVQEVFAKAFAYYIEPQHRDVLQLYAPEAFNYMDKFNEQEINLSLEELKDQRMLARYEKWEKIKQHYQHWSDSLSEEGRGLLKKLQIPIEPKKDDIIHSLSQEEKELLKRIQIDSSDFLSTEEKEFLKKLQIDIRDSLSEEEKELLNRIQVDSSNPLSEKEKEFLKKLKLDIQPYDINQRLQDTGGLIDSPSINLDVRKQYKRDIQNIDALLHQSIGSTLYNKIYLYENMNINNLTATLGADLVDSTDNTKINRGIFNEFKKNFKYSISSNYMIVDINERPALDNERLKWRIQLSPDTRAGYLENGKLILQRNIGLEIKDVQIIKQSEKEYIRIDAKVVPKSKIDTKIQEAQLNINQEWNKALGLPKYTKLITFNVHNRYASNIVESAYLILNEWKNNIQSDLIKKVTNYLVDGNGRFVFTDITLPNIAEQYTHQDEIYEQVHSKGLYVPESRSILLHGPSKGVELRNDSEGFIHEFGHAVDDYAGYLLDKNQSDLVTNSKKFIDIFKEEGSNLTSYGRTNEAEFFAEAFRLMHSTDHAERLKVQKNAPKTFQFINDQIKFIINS
Mtb BioA inh = BioA (M. tuberculosis) enzyme inhibition | purified M. tuberculosis BioA enzyme, plate reader | inhibition, % at 9.99 µM | actives 0.096% (n = 360,000); in the data active = inhibition above about 40%; inconclusive = no clear call, values can overlap the other calls
BoNT A protease = blocks Botulinum neurotoxin A light chain protease. multiplex microsphere protease substrate cleavage, flow cytometry. inhibition, % at 10 µM. actives 0.17% (n = 360,000). AID 588499; note: plate controls were buffer without enzyme for full effect and enzyme alone for no effect
* marks the source's active call; other numbers are inactive results; i = inactive; ? = inconclusive; / = not tested or not shown. Cut-off read from the data, not from the text of the source, unless noted: active = inhibition above about 30%; inconclusive = no clear call, values can overlap the other calls; inactive = below that.

SMILES	Mtb UGM inh	PfHsp40 rescue	Mtb FBA inh	GDH-TPI inh	FadD28 binding	BoNT F protease	Anthrax LF prot	Mtb BioA inh	BoNT A protease
COc1ccc(NC(=O)Cn2cnc3c(cnn3C(C)(C)C)c2=O)cc1OC	5.1	-0.7	-3	4	-3.5	2	-3	-1.5	-2.2
O=C1CC(SCCO)C(=O)N1c1ccccc1 (configuration not stated)	-1.1	1.9	1	19	-1.0	-2	-2	-2.3	-1.0
COc1ccc(/C=N/OC(=O)Nc2ccc(Cl)cc2)c(OC)c1	5.3	-1.2	-8	12	-1.4	?	-4	-0.8	-8.2
Cn1c(=O)[nH]c(=O)c2c1nc(N1CCCCC1)n2CC(O)CN1CCCCC1 (configuration not stated)	1.0	0.0	-7	12	-1.5	4	1	-0.9	0.7
CC(/C=C\C=C\c1ccccc1)=N\NC(=O)c1cncc(Br)c1	0.3	0.6	0	14	-2.5	-2	1	/	1.5
COc1ccc(C)cc1NC(=O)CN1CCN(c2ccccc2F)CC1	0.0	1.4	2	8	-2.1	-38	-1	2.4	-1.1
COc1cc(Cl)c([C@@H]2C[C@H]3CN(c4ccccc4)C(=O)[C@]34CCCN24)cc1OC	-1.5	-0.7	-2	8	-0.7	1	1	/	0.1
O=C(CSCC(=O)c1ccccc1)Nc1ccccc1Cl	0.0	?	3	0	-2.8	-2	-3	1.5	-0.2
Cc1[nH]n(C(N)=S)c(=O)c1N=Nc1ccc2ccccc2c1	/	55*	-13	14	2.6	-6	0	/	0.0
CCCc1cc(=O)n2[nH]c(NCc3ccc(Cl)cc3Cl)nc2n1	0.8	0.6	2	5	-2.5	16	9	1.0	1.2
Clc1ccccc1Nc1nc(NCc2ccccc2)nc2ccsc12	/	/	13	15	0.8	-9	-3	-0.7	-0.2
COCCNc1ncnc2c1ncn2[C@H]1CN(Cc2ccc(Cl)cc2)C[C@@H](CO)O1	/	/	1	11	-1.8	-1	-6	0.7	-0.3
N#CC(c1ccccc1)C1CCN(Cc2ccccc2)CC1 (configuration not stated)	1.0	0.8	1	9	-1.0	0	0	-1.0	0.3
CC12CCC3c4ccc(OC(=O)N(CCCl)CCCl)cc4CCC3C1CCC2O (configuration not stated)	/	0.5	0	1	-2.7	4	-1	/	-0.3
Cc1cccc(NC(=S)NCCN(C2CCCCC2)C2CCCC2)c1	0.5	0.4	1	5	-3.2	2	-2	-0.5	-0.7
O=C(N/C(=C\c1cccnc1)C(=O)N1CCOCC1)c1cccc(Br)c1	2.1	-0.3	-1	-2	0.0	0	-10	-2.7	0.4
Cc1cc(C(=O)Nc2cccnc2)on1	-3.1	-0.6	0	-6	-1.3	3	5	8.4	-0.5
CN(Cc1ccccc1Cl)C(=O)c1cnccc1C(F)(F)F	-0.6	-1.1	3	-10	-1.1	-5	5	0.1	-0.3
O=C(CNC(=O)c1ccccc1)N=Nc1c(O)[nH]c2ccc(Br)cc12	-3.2	5.8	2	5	-0.3	1	-4	-0.4	1.0
CCOc1ccccc1NC(=O)CSc1nnc(CNC(=O)c2c(F)cccc2Cl)o1	-2.5	-0.6	2	0	-1.5	-2	1	3.7	1.3
COC(=O)c1ccc(C2Nc3ccccc3NC3=C2C(=O)CC(C)(C)C3)cc1 (configuration not stated)	-1.8	0.3	-3	19	-3.4	-13	-2	-0.6	2.4
CC(=O)N(Cc1ccccc1C)c1cccc(C)c1C	0.8	-1.2	-2	0	-2.5	-6	2	1.1	-0.3
O=C(Nc1ccncc1)c1c(F)c(F)c(F)c(F)c1F	-0.6	-0.3	1	-3	-0.4	-21	-15	1.3	0.5
COc1ccc(C(=O)c2ccc(N3CCOCC3)cc2)c(OC)c1	0.9	-0.8	2	25	0.3	/	/	-0.4	/
c1cc(C2CCN(Cc3nc(-c4ccc5c(c4)OCO5)no3)CC2)ccn1	0.6	-1.2	-4	2	-5.0	-6	0	/	-0.5
Additional entries
SMILES	Mtb UGM inh	PfHsp40 rescue	Mtb FBA inh	GDH-TPI inh	FadD28 binding	BoNT F protease	Anthrax LF prot	Mtb BioA inh	BoNT A protease
COc1ccc(C(=O)OC2CCN(c3ncc(C(F)(F)F)cc3Cl)CC2)cc1	4.5	0.0	3	-5	-3.1	5	2	i	0.6
Oc1cccc2cc(-c3ccncc3)cnc12	/	/	1	0	0.4	-5	-4	0.0	-0.6
Cc1ccc(C=O)c([B-](F)(F)F)c1	/	/	2	0	0.2	3	-1	-0.5	0.3
COc1cccc(/C=N/N2CCN(C)CC2)c1	1.6	1.0	0	8	2.2	-2	-2	/	-0.2
Cc1ccccc1NC(=S)NCc1ccc2[nH]c3c(c2c1)CCCC3	-3.7	-0.3	1	-6	2.4	-2	-3	-0.3	-2.1
COc1ccc(/C=N/NC(=O)c2ccccc2OCc2ccccc2)c(OC)c1	5.7	-1.1	5	23	-3.4	3	-5	-3.7	-1.1
COc1ccc(NC(=S)N2CCC(C(=O)c3ccc(OC)cc3)CC2)cc1	-1.3	-0.5	2	4	0.8	?	-8	1.2	-6.3
CC(C)C(c1nnnn1CCc1ccccc1)N1CCOCC1 (configuration not stated)	-3.3	0.6	0	3	-1.9	1	2	1.8	0.9
Cc1cc(C)c2c(CC(=O)O)c(C)[nH]c2c1	0.1	-0.1	5	3	-0.8	-8	0	2.2	0.6
O=C(CNC(=O)c1ccccc1F)NCCOc1ccccc1Cl	4.3	1.6	1	12	0.0	-2	-1	-0.3	-0.1
COc1ccc2c(c1OC)C(=O)N1C2SC(C)(C)[C@H]1C(=O)NCC(C)C (some centres not stated)	1.9	-0.6	152*	3	/	2	0	0.4	-1.7
CN1CCN(CC#CC2(O)CCCCC2)CC1	0.8	-0.5	1	3	-0.4	-2	-3	1.1	-0.5
NCCS(=O)(=O)NC1CCCCC1	-0.4	/	2	0	-0.7	0	-10	/	-2.0
Cc1nn(CCc2n[nH]c(=S)n2-c2cccc(Cl)c2)c(C)c1[N+](=O)[O-]	0.7	-0.4	0	4	-0.7	-2	-4	-1.9	0.2
COc1ccc(/C=C2\Oc3cc(OCC(=O)N4CCC[C@H]4C(=O)O)ccc3C2=O)c(OC)c1	-1.8	0.2	-1	-3	-4.2	-7	1	-4.7	0.3
CCCNC(=O)N1[C@H]2CC[C@@H]1C(C(=O)OC)=C(c1ccc(S(C)(=O)=O)cc1)C2	0.8	-0.6	1	7	-0.1	1	0	-1.8	-0.1
CCN(C(=O)CN1C(=O)NC2(CCCC2)C1=O)c1nc2c(C)cccc2s1	/	/	-3	7	-4.3	-8	3	-1.0	-0.9
O=C(O)CCCN(Cc1cccc(Br)c1)S(=O)(=O)c1ccc(Br)cc1	5.3	-1.0	-3	-3	-1.4	-4	2	/	-0.7
Cc1ccccc1N1CCN(S(=O)(=O)c2ccc3oc(=O)ccc3c2)CC1	-0.8	0.8	3	1	0.1	-20	2	-0.3	-0.5
Cc1ccc2nc(C)cc(N3CCOCC3)c2c1	1.7	-1.8	-3	-2	-4.7	1	0	-0.2	0.1
O=Cc1ccc(O)c2ncccc12	/	628*	2	9	-1.2	24	1	-0.3	2.1
CN(C)S(=O)(=O)N1CCC(Oc2ccc(C(=O)N3C[C@@H]4CCC[C@H]3C4)cc2)CC1	-1.7	2.5	2	-5	0.7	4	8	-0.2	3.0
COc1ccc2[nH]c3c(c2c1)CCN1C(=O)N([C@@H](C)C(=O)NCc2ccc(C)cc2)C(=O)[C@]31C	-0.2	-0.1	1	4	-0.8	-4	-2	-1.2	-0.3
CC(C)Oc1cccc(C(=O)Nc2ccc(CN3CCOCC3)cc2)c1	-0.6	1.8	2	4	-0.1	-10	-2	-1.9	-0.9
Cc1ccc2c(c1)C1CN(C)CCC1N2S(=O)(=O)c1ccc(C#N)cc1 (configuration not stated)	/	-0.4	-2	-2	0.0	-2	4	-0.5	0.2

In the list so far, 2 have a CF3 group:
SMILES	Mtb UGM inh	PfHsp40 rescue	Mtb FBA inh	GDH-TPI inh	FadD28 binding	BoNT F protease	Anthrax LF prot	Mtb BioA inh	BoNT A protease
CN(Cc1ccccc1Cl)C(=O)c1cnccc1C(F)(F)F	-0.6	-1.1	3	-10	-1.1	-5	5	0.1	-0.3
COc1ccc(C(=O)OC2CCN(c3ncc(C(F)(F)F)cc3Cl)CC2)cc1	4.5	0.0	3	-5	-3.1	5	2	i	0.6

Entries of single compounds as entered above:
`CC(/C=C\C=C\c1ccccc1)=N\NC(=O)c1cncc(Br)c1` as listed: Mtb UGM inh: 0.3; PfHsp40 rescue: 0.6; Mtb FBA inh: 0; GDH-TPI inh: 14; FadD28 binding: -2.5; BoNT F protease: -2; Anthrax LF prot: 1; Mtb BioA inh: /; BoNT A protease: 1.5
`CCCc1cc(=O)n2[nH]c(NCc3ccc(Cl)cc3Cl)nc2n1` as listed: Mtb UGM inh: 0.8; PfHsp40 rescue: 0.6; Mtb FBA inh: 2; GDH-TPI inh: 5; FadD28 binding: -2.5; BoNT F protease: 16; Anthrax LF prot: 9; Mtb BioA inh: 1.0; BoNT A protease: 1.2

3 structures out of the list, ordered by molar mass, ascending.
SMILES	Mtb UGM inh	PfHsp40 rescue	Mtb FBA inh	GDH-TPI inh	FadD28 binding	BoNT F protease	Anthrax LF prot	Mtb BioA inh	BoNT A protease
Cc1ccc2nc(C)cc(N3CCOCC3)c2c1	1.7	-1.8	-3	-2	-4.7	1	0	-0.2	0.1
CC(C)Oc1cccc(C(=O)Nc2ccc(CN3CCOCC3)cc2)c1	-0.6	1.8	2	4	-0.1	-10	-2	-1.9	-0.9
COc1ccc(/C=C2\Oc3cc(OCC(=O)N4CCC[C@H]4C(=O)O)ccc3C2=O)c(OC)c1	-1.8	0.2	-1	-3	-4.2	-7	1	-4.7	0.3

Next structures:
SMILES	Mtb UGM inh	PfHsp40 rescue	Mtb FBA inh	GDH-TPI inh	FadD28 binding	BoNT F protease	Anthrax LF prot	Mtb BioA inh	BoNT A protease
CCC(C(=O)N(C(C)C)C(C)C)c1ccccc1 (configuration not stated)	1.4	-1.1	1	8	-0.3	-2	-3	5.7	-0.3
CCOc1ccc(S(=O)(=O)Nc2cc(F)ccc2F)c2cccnc12	0.1	-0.5	-1	-1	-1.5	3	-2	-0.4	-0.3
CC1(C(=O)Nc2ccc3c(c2)OCCO3)CCN1C(=O)Cc1ccc(-c2ccccc2)cc1 (configuration not stated)	/	/	0	11	-3.5	0	-3	-1.4	0.1
Cc1ccc(-n2[nH]c(C)c(C=Nc3cc(C)ccn3)c2=O)cc1	1.5	-2.6	0	-4	-2.9	24	1	3.0	-0.9
Cc1cccc(OCC(=O)N2CCN(C(=O)c3ccc([N+](=O)[O-])cc3)CC2)c1	0.4	-1.2	1	0	-1.2	2	0	0.5	0.0
CS(=O)(=O)N1CCN(C2C3CC4CC(C3)CC2C4)CC1 (configuration not stated)	-2.8	0.0	3	-1	0.6	0	-1	/	-0.7
CCOC(=O)C1CCN(CC(O)COc2ccc(C(=O)CC)cc2)CC1 (configuration not stated)	-1.5	1.6	-1	-10	0.2	-1	-3	-0.1	0.3
CN(C)S(=O)(=O)c1cccc(NC(=O)COc2cccc(C#N)c2)c1	-0.7	0.2	0	2	-2.2	5	4	3.8	-0.3
CCOC(=O)C1C(=O)N(C)C2(C)CC1c1ccccc1O2 (configuration not stated)	-2.5	-1.0	4	-5	1.1	-6	-3	/	0.5
COc1cc(C(=O)N2c3ccccc3CCC2C)cc(OC)c1OC (configuration not stated)	-1.4	0.5	2	9	-1.4	1	-7	3.2	0.0
CC(=O)c1cccc(NC(=O)C(C)OC(=O)/C=C/c2cccs2)c1 (configuration not stated)	/	-1.3	-3	15	-2.5	-73	-7	0.0	-49
O=C(N/N=C/C=C\c1ccccc1[N+](=O)[O-])c1ccncc1	-0.5	1.2	-3	9	0.3	-7	4	1.2	0.2
Cc1ccc(NC(=O)CSc2ncccc2C(=O)Oc2cccc([N+](=O)[O-])c2)cc1Cl	1.6	0.9	1	0	-3.5	-8	-2	/	-0.8
Cc1cccc(C)c1NC(=S)N/N=C/c1c(Cl)cccc1Cl	-1.9	-1.3	-1	10	-3.4	-3	1	/	-0.5
O=C(Nc1cc(S(=O)(=O)N2CCCCC2)ccc1O)c1ccccc1NS(=O)(=O)c1ccc(F)c(F)c1	4.2	1.1	5	-2	-0.3	0	1	2.2	-0.4
Cc1ccc(S(=O)(=O)N2CCCC2)s1	-5.9	-0.1	-3	5	-1.2	-1	3	-1.6	-0.8

Bioassay records from PubChem BioAssay.
